CXCR6 block – CXCR6 receptor inhibitors, primary screen, cell-based, beta-arrestin, luminescence, CHO-K1 PathHunter, 1536-well | C-X-C chemokine receptor type 6 (Homo sapiens), O00574 | inhibition, % at 20 µM | 0.36% of 360,000 active; in the data active means inhibition above about 34%, passing the limit was not always enough;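 further: antagonist mode with CXCL16 agonist at 10 nM final; 0% = 10 nM CXCL16 with DMSO and 100% = unstimulated wells without agonist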
Target sequence (O00574 whole entry, looked up): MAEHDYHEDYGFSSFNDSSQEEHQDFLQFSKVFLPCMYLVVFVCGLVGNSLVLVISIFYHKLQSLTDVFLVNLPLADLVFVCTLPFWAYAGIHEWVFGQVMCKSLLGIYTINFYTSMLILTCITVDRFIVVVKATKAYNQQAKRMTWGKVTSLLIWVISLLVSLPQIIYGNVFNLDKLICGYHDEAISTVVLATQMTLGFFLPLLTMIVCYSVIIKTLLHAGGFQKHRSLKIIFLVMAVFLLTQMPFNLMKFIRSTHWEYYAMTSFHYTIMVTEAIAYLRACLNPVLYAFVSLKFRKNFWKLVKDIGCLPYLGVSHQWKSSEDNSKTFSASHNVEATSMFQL
APJ antagonist – antagonists of human apelin receptor APJ, primary screen, CHO-K1 cells, beta-arrestin complementation, luminescence. P35414. inhibition, % at 20 µM. 0.32% of 330,000 active;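 active means inhibition above about 40% at 20 µM, limit read from the data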;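 further: cells challenged with 10 nM apelin-13 agonist together with compound; plate controls were apelin-13 plus DMSO wells for no effect and DMSO wells lacking apelin-13 for full effect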
Target sequence (P35414 whole entry, looked up): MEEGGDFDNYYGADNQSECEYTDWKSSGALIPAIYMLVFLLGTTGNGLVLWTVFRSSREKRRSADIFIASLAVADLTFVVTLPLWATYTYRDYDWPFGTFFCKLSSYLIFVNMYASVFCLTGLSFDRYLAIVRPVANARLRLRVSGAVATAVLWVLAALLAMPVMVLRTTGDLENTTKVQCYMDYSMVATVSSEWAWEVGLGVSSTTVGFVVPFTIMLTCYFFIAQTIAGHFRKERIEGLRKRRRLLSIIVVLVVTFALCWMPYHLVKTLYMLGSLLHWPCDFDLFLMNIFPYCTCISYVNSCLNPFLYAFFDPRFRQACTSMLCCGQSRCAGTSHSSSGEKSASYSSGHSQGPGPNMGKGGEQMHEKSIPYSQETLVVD
tim23-1 inh – growth inhibitors of tim23-1 mutant yeast, primary screen, luminescence, uHTS | S. cerevisiae tim23-1 growth, BacTiter-Glo luminescence, 24 h | inhibition, % at 20 µM | 1.3% of 330,000 active | AID 463212, 2010;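 active means growth inhibition of the mutant yeast at or above 50%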;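 further: temperature-sensitive mutant grown at 25 °C; plate controls were DMSO-treated mutant yeast for no effect and medium wells lacking yeast for full effect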
tim10-1 inh – growth inhibitors of tim10-1 mutant yeast, primary screen, luminescence, uHTS; S. cerevisiae tim10-1 ts strain growth, BacTiter-Glo, 24 h; inhibition, % at 20 µM; 2.2% of 330,000 active;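 active means inhibition of at least 40%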;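 further: mutant grown at 25 °C; 0% = DMSO wells with yeast and 100% = wells holding no yeast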
APJ agonist – agonists of human apelin receptor APJ, primary screen, CHO-K1 cells, PathHunter beta-arrestin, luminescence. activation, % at 20 µM. P35414. 0% DMSO wells, 100% apelin. 0.11% of 330,000 active;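 active means activation more than six SD over the plate average, tested at 20 µM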;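 further: 0% = DMSO alone and 100% = apelin-13 at 10 nM; some results filed as inactive read as strong as hits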
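Assay system: CHO-K1 APJ beta-arrestin complementation cell line / Compound: single test compound dose, 20 µM final, 1% DMSO / Times: overnight seeding, 90 min compound at 25 °C, 1 h detection / Technique: beta-gal luminescence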
CHOP UPR activ – activators of apoptotic CHOP UPR arm, primary screen, cell-based, CHO-CHOP luciferase reporter, luminescence, uHTS. UPR activation; percent of tunicamycin response over DMSO baseline. activation, % at 10 µM. 0.34% of 330,000 active;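 active means at 10 µM dose, activation of 40% or more, normalized to positive control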;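 further: 100% = tunicamycin at 10 µg/mL and 0% = DMSO alone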
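Material: CHO-CHOP cells, stable luciferase reporter of PERK-eIF2a-CHOP signalling; quantity: 500 reporter cells seeded per well; buffer or medium: F12 medium containing 10% fetal bovine serum; compound: one dose, 10 µM in 0.5% DMSO; incubation: 6 h compound treatment, 37 °C; measured by: Steady-Glo luciferase luminescence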
TIM10 inh – growth inhibitors of isogenic TIM10 control yeast, primary screen, counter-screen for tim10-1 yeast inhibitor project, luminescence, uHTS. S. cerevisiae TIM10 strain growth, BacTiter-Glo luminescence, 24 h. inhibition, % at 10 µM. 1.4% of 330,000 active. AID 463195, 2010;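 active means inhibition of 40% or more at the single tested concentration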;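 further: wild-type TIM10 isogenic control strain grown at permissive 25 °C; 0% = DMSO yeast wells and 100% = minimal medium wells without yeast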
UPR XBP1 act – activators of adaptive XBP1 UPR arm, primary screen, cell-based, CHO-XBP1 luciferase reporter, luminescence, uHTS. activation, % at 20 µM. IRE1-XBP1 UPR activation; percent of tunicamycin response, DMSO as zero. 0.33% of 330,000 active. AID 463104, 2010;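 active means versus positive control, 20 µM dose yields 30% or more activation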;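 further: 100% = tunicamycin at 10 µg/mL and 0% = DMSO only wells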
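Assay system: CHO-XBP1 luciferase reporter cells; Schedule: 6 h treatment, 37 °C; Detection: glow luminescence from Steady-Glo reagent; Benchmarks: high control tunicamycin 10 µg/mL final, low control DMSO vehicle only.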
Mdm2-MdmX inh – inhibitors of human Mdm2-MdmX association, primary screen, cell-based, luminescence, split luciferase, SaOS-2, uHTS | AID 485346, 2010 | SaOS-2 split-luciferase Mdm2/MdmX complementation | inhibition, % at 8 µM | 3% of 330,000 active | Protein Mdm4 (Homo sapiens) + E3 ubiquitin-protein ligase Mdm2 (Homo sapiens), …;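 active means inhibition of at least 50% at 8 µM in the primary screen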
Numbers without * were called inactive; . = no result given. Some of the compounds tested; rates above refer to the full screens.

Order of values – CXCR6 block	APJ antagonist	tim23-1 inh	tim10-1 inh	APJ agonist	CHOP UPR activ	TIM10 inh	UPR XBP1 act	Mdm2-MdmX inh
COc1cccc2sc(N)nc12
  -5	0	12	0	-2	1.4	-3	0	15
O=C(COc1ccc2cc(Br)ccc2c1)N1CCOCC1
  -4	4	22	6	1	4.4	3	3	-19
CC(C)(C)OC(=O)C[C@H]1C/C=C\C[C@H](CC(=O)NCCO)C(=O)N2CCC[C@@H]2COC1=O
  -2	4	-8	0	-1	0.0	8	-1	12
Oc1ccc(O)c(Cc2nc3ccccc3s2)c1
  -19	8	28	36	-1	6.2	18	-1	18
CCCCOc1ccc(C(=O)NCC(=O)NCc2ccccn2)cc1
  2	-2	3	14	-2	-1.0	0	1	18
CC1=CSC2=NC(=O)/C(=C\c3cccn3-c3ccc([N+](=O)[O-])cc3)C(=N)N12
  18	3	-1	37	-1	-1.7	30	4	24
O=C(Nc1cc2c(oc1=O)CCCC2=O)c1ccc(Cl)cc1
  -5	-2	1	0	1	3.3	-2	5	10
COc1ccc(CCNC(=S)Nc2ccccc2)cc1
  1	-29	15	22	-1	-0.1	3	-2	9
CCC1(CC)NC(=O)N(CC(=O)OCn2nnc3ccccc3c2=O)C1=O
  5	8	6	6	-3	2.9	-20	-2	3
CCOc1ccc(Oc2c(/C=N/NC(=O)COc3ccccc3OC)c(C)nn2-c2ccccc2)cc1
  9	5	34	14	-2	0.6	28	3	56*
CCc1ccc(Nc2cc(=O)n(C3CCCCC3)c(=O)[nH]2)cc1
  -4	-25	-4	4	0	0.2	-14	2	21
CCc1nnc(NC(=O)c2ccc(S(=O)(=O)N(CC)Cc3ccccc3)cc2)o1
  10	1	2	17	-3	10	24	-3	46
COc1ccc(NC(=O)N(C)C[C@H]2Oc3ccc(NC(=O)Nc4ccc(C(F)(F)F)cc4)cc3C(=O)N([C@H](C)CO)C[C@@H]2C)cc1
  4	2	4	13	-3	1.4	0	-4	26
COc1ccccc1-c1ccc(SCC(=O)NC2CCCC2)nn1
  -4	9	-2	11	-5	1.8	8	3	-1
CCOc1ccccc1Nc1nc2ccccc2n2cnnc12
  -1	-4	-1	12	-2	0.6	6	4	-2
CC(=O)Nc1cccc(-c2nc3ccc(NC(C)=O)cc3s2)c1
  3	9	4	4	-3	0.4	5	2	-133
CC(C)C(NC(=O)c1ccc(F)cc1)C(=O)N1CCN(C(=O)c2ccco2)CC1 (stereo not drawn)
  -10	-21	15	5	-4	1.1	1	-1	-15
CCCN(CCC)S(=O)(=O)c1ccc(Cl)c(OC)c1
  1	9	19	25	-3	-3.1	-8	-1	-8
CCOc1ccc(OCCOCCn2ccnc2)cc1
  6	-13	13	11	6	2.9	-2	0	6
CCCCC(=O)NC(=S)Nc1cccc(NC(=O)CC)c1
  7	-9	12	16	1	-0.5	2	3	14
COc1ccccc1OCCCCNC(C)(C)C
  -3	3	-11	-15	-2	-0.3	-13	-6	-11
Cc1ccc(/C=C2/C(=O)ON=C2c2ccccc2)o1
  20	5	74*	52*	8	5.9	19	20	23
CC1CCN(CCc2nc3cc(NC(=O)Nc4ccccc4)ccc3n2C)CC1
  0	0	2	-19	-3	6.6	-1	1	39
NC(=O)c1ccc(NC(=O)c2ccc(COc3ccc(F)cc3)o2)cc1
  7	-8	7	2	-5	-0.3	-3	5	37
O=C(OCC(=O)N1CCN(c2ccc(F)cc2)CC1)c1cnc2ccccc2n1
  -15	-14	10	-4	0	1.2	2	-3	5
COC(=O)[C@@]1(Cc2ccc(F)cc2)[C@H]2c3cc(C(=O)N(C)C)n(Cc4ccccn4)c3C[C@H]2CN1C(=O)c1ccccc1
  .	21	3	-7	-4	-0.2	2	-3	14
CN1C2CCC1CC(NS(=O)(=O)c1cc(Cl)c(Cl)cc1Cl)C2 (stereo not drawn)
  -4	-44	17	-4	4	-0.8	-9	-1	18
O=C(CC1SC(N2CCOCC2)=NC1=O)Nc1cc([N+](=O)[O-])ccc1Cl (stereo not drawn)
  -7	-6	7	-8	-7	-2.6	-13	-3	15
COCc1cc(=O)n2c([nH]c3ccccc32)c1C#N
  -6	-13	-5	1	-3	1.5	-16	7	-6
CCOCC(=O)OCC(=O)Nc1cc(OC)c([N+](=O)[O-])cc1C
  -8	1	3	24	-2	-1.3	-9	-2	15

No new results follow: entries from further up.
Order of values – CXCR6 block	APJ antagonist	tim23-1 inh	tim10-1 inh	APJ agonist	CHOP UPR activ	TIM10 inh	UPR XBP1 act	Mdm2-MdmX inh
COc1cccc2sc(N)nc12
  -5	0	12	0	-2	1.4	-3	0	15
O=C(COc1ccc2cc(Br)ccc2c1)N1CCOCC1
  -4	4	22	6	1	4.4	3	3	-19
CC(C)(C)OC(=O)C[C@H]1C/C=C\C[C@H](CC(=O)NCCO)C(=O)N2CCC[C@@H]2COC1=O
  -2	4	-8	0	-1	0.0	8	-1	12
Oc1ccc(O)c(Cc2nc3ccccc3s2)c1
  -19	8	28	36	-1	6.2	18	-1	18
CCCCOc1ccc(C(=O)NCC(=O)NCc2ccccn2)cc1
  2	-2	3	14	-2	-1.0	0	1	18
CC1=CSC2=NC(=O)/C(=C\c3cccn3-c3ccc([N+](=O)[O-])cc3)C(=N)N12
  18	3	-1	37	-1	-1.7	30	4	24
O=C(Nc1cc2c(oc1=O)CCCC2=O)c1ccc(Cl)cc1
  -5	-2	1	0	1	3.3	-2	5	10
COc1ccc(CCNC(=S)Nc2ccccc2)cc1
  1	-29	15	22	-1	-0.1	3	-2	9
CCC1(CC)NC(=O)N(CC(=O)OCn2nnc3ccccc3c2=O)C1=O
  5	8	6	6	-3	2.9	-20	-2	3
CCOc1ccc(Oc2c(/C=N/NC(=O)COc3ccccc3OC)c(C)nn2-c2ccccc2)cc1
  9	5	34	14	-2	0.6	28	3	56*

Returning to the listing, starting two compounds before the break.
Order of values – CXCR6 block	APJ antagonist	tim23-1 inh	tim10-1 inh	APJ agonist	CHOP UPR activ	TIM10 inh	UPR XBP1 act	Mdm2-MdmX inh
COCc1cc(=O)n2c([nH]c3ccccc32)c1C#N
  -6	-13	-5	1	-3	1.5	-16	7	-6
CCOCC(=O)OCC(=O)Nc1cc(OC)c([N+](=O)[O-])cc1C
  -8	1	3	24	-2	-1.3	-9	-2	15
O=C(OCCN=C1NS(=O)(=O)c2ccccc21)c1ccccc1
  3	-7	7	5	1	1.9	-6	-1	1
CCCc1cnc(NCCNCC(O)COc2ccc(Cl)c(Cl)c2)nc1 (stereo not drawn)
  -6	8	-24	7	-1	0.7	9	-2	56*
Cc1cccc(N(CC(=O)NC2CCCCC2)C(=O)CCC(=O)Nc2ccccn2)c1
  .	-12	1	10	0	1.2	-10	-3	21
Cc1cc(C)cc(NC(=O)C2C3C=CC4(O3)C2C(=O)N(CCN2CCCCC2)C4C(=O)NC2CCCCC2)c1 (stereo not drawn)
  1	2	8	5	1	1.4	1	3	7
Cc1nc2c(=O)n(-c3cccc(C(F)(F)F)c3)nc(C)c2s1
  0	21	19	7	1	1.4	15	1	18
CCCCCOC(=O)C1=C(C)NC(=O)NC1c1ccc([N+](=O)[O-])cc1 (stereo not drawn)
  -8	-14	8	-23	0	2.4	-13	-3	2
Cc1ccc(S(=O)(=O)N2CCN(C)CC2)c(C)c1
  -5	16	-19	8	-3	-2.5	11	-1	15
CCO[C@@H]1OC(C(=O)Nc2ccccc2)=C[C@H](c2ccccc2)[C@H]1CCCO
  -3	8	10	-2	0	2.1	0	0	2
COCCN1C(=O)N[C@@H](c2ccc(Br)cc2)C(C(=O)OC)=C1C
  .	4	17	8	-4	0.9	8	0	6
COc1cc(/C=C2/C(=O)N(c3ccc(Br)cc3)N=C2C)cc(OC)c1OC
  7	17	31	32	-2	1.1	9	-3	11
CCOC(=O)c1nnc(-c2ccccc2)o1
  -6	22	-2	4	-4	-0.8	4	1	5
Cc1cc2oc(=O)cc(CN3CCN(Cc4ccccc4)CC3)c2cc1Cl
  -2	4	16	24	0	-0.7	13	2	7
O=C(c1ccccc1)N1CCN(C(=O)c2ccc3c(c2)OCCO3)CC1
  -2	9	4	-3	-3	0.3	-2	-2	-6
CCSc1nc2n(n1)C(c1cccc(F)c1)C1=C(CCCC1=O)N2 (stereo not drawn)
  -2	-10	9	0	-1	-1.0	-5	-1	11
CCN(CC)c1ccc(C=Nc2cccnc2Cl)c(O)c1
  -8	3	6	8	-1	1.1	9	-3	8
O=c1[nH]cn[nH]1
  3	6	4	1	-5	-0.8	-5	-1	-7
CCn1ncc(N(C)N)c(Cl)c1=O
  2	2	10	-1	-2	-0.6	5	-1	12
CC(C)(CO)Nc1nc(Cl)nc(NC2CCCCC2)n1
  5	3	17	25	2	2.3	-3	4	19
Cc1ccc(N2CC(C(=O)Nc3ccccc3N3CCCC3)CC2=O)cc1 (stereo not drawn)
  6	25	20	6	-4	1.9	7	-2	14
